HDAC3 inh: human HDAC3 inhibition; recombinant HDAC3, fluorogenic peptide/trypsin coupled, fluorescence; AID 2718; inhibition, % at 8.3 µM; 0.15% of 320,000 active; in the data active = inhibition above about 26%, passing the limit was not always enough; inconclusive = no clear call, values can overlap the other calls
Target sequence (O15379 whole entry, looked up): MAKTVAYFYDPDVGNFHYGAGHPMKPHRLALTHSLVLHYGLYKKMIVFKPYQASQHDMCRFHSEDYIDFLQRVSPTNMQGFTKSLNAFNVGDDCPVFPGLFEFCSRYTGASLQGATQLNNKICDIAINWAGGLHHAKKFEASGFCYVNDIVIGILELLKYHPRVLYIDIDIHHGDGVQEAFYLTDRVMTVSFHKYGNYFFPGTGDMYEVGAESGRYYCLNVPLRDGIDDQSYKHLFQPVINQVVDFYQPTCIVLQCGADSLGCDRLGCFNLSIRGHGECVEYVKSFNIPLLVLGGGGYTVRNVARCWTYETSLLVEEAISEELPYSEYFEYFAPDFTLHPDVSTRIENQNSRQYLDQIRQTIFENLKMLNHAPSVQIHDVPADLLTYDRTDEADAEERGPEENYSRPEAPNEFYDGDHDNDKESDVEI
KCNQ1 pot: potentiators or activators of human KCNQ1 potassium channel | P51787 | CHO-K1 KCNQ1, thallium flux FluxOR fluorescence; stronger effect = higher value | B-score at 10 µM | 0.35% of 310,000 active | AID 2648;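 active = fluorescence ratio B-score, a plate-corrected score, at least three library SD, with initial intensity B-score within 5 SD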
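Material: CHO-K1 cells stably expressing KCNQ1. Medium: assay buffer for compound exposure, DMSO matched across wells. Reagent: K+/Tl+ depolarizing stimulus. Compound dosing: single-concentration screen. Times: 37 °C overnight plating, 90-min dark dye load, 20-min compound pretreatment. Technique: FluxOR Tl+ flux fluorescence.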
TMEM16A inh: mouse TMEM16A channel inhibition, primary screen. Q8BHY3. HEK293 TMEM16A/YFP iodide influx fluorescence, ionomycin. normalized B-score (activity score, 25-100; higher = stronger inhibition) at 10 µM. 1.2% of 310,000 active. AID 588511;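 active = ratio plate-corrected score three or more library SD toward inhibition, starting fluorescence score within five deviations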;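 note: score derived from kinetic fluorescence span divided by baseline fluorescence per well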
hERG protect: compounds protecting human hERG from proarrhythmic drug block; Q12809; activation (rescue from dofetilide block), less the hit threshold, % at 10 µM; CHO-hERG, FluxOR thallium flux, dofetilide IC70 present; AID 1511; 0.51% of 310,000 active;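 active = activation above the mean of controls blocked by dofetilide plus 5 SD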;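 note: thallium influx through hERG after potassium depolarization seen as dye fluorescence rise; in these data hits start at about 4.7%; inactives centre near -7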
TMEM16A act: mouse TMEM16A channel activation, primary screen | Q8BHY3 | HEK293 TMEM16A/YFP-H148Q/I152L, iodide quench fluorescence; stronger effect = lower value | B-score at 10 µM | 0.3% of 340,000 active | AID 623877;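 active = fluorescence-ratio B-score plate-corrected deviation score at least 3 library SD below zero, with starting fluorescence score within 5 deviations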;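 note: channel opened by trigger with iodide after compound preincubation; score built on the fluorescence ratio of max minus min over baseline; more negative score means more quench and so TMEM16A activation or potentiation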
KCNK9 inh: blocks the human KCNK9 two-pore domain potassium channel. Q9NPC2. B-score at 10 µM. 1.2% of 310,000 active. HEK293 KCNK9, FluxOR thallium flux fluorescence; stronger effect = lower value;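 active = ratio B-score over 3 SD below the library mean, with starting fluorescence within 5 SD of its mean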;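 note: negative B-score means less thallium flux so channel inhibition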
RGS4 block: inhibitors of human RGS4; 0.45% of 310,000 active; P49798; HEK293 M3R/RGS4 inducible, Fluo-4 calcium flux; stronger effect = higher value; triggered by carbachol at its EC20; B-score at 10 µM; AID 463165;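 active = B-score, a plate-corrected calcium signal, over three deviations above library mean, with baseline fluorescence within five deviations of library mean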;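 note: RGS4 expression induced by doxycycline in cells with stable M3 receptor; B-score is computed from the integrated fluorescence ratio over baseline after carbachol; higher B-score means a larger calcium signal and so more RGS4 inhibition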
Target sequence (P49798 whole entry, looked up): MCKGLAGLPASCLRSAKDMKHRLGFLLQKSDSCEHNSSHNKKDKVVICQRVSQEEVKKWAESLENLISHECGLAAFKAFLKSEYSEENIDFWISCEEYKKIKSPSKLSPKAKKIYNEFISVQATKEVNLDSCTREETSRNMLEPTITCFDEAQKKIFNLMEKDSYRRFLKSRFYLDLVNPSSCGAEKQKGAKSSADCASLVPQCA
RGS4 act: RGS4 potentiation or activation. HEK293 M3R/inducible RGS4, carbachol calcium flux Fluo4; stronger effect = lower value. B-score at 10 µM. 0.92% of 310,000 active. AID 463111;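 active = B-score of the integrated calcium signal more than 4 SD below the library mean, with starting fluorescence not abnormally high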;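 note: negative B-score means reduced calcium response which marks RGS4 activation or potentiation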
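Also added: carbachol at ECmax as muscarinic agonist stimulus; Assay system: HEK293 cells with stable M3R and inducible RGS4; Timing: overnight RGS4 induction, 30 min dye load 37 °C, 20 min compound RT; Measured by: Fluo4-AM (2 µM) calcium-flux fluorescence, kinetic read.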
KCNQ1 block: blocks the human KCNQ1 potassium channel | P51787 | CHO-K1 KCNQ1, FluxOR thallium flux fluorescence; stronger effect = higher value | B-score at 10 µM | 1.3% of 310,000 active;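 active = compounds whose thallium flux B-score, printed positive for inhibition, exceeds three library SD while starting fluorescence stays within three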;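 note: channel opened by potassium depolarization with thallium stimulus after 20 min compound exposure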
SKKanGAS inh: SKKanGAS growth inhibition; S. pyogenes SKKanGAS, kanamycin growth, BacTiter-Glo, 6 h; inhibition, % at 7.5 µM; 1.3% of 300,000 active; AID 1662;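 active = mean replicate score, as percent of positive control median, at least 50; inconclusive = mean below 50 but one replicate at or above 50; inactive = mean and every replicate below 50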;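 note: strain carries kanamycin resistance gene driven by streptokinase promoter and grows in 40 µg/ml kanamycin; loss of luminescence reflects streptokinase promoter inhibition or plain growth inhibition; 0% = median of DMSO wells and 100% = positive control at its reference dose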
KCNK3 block: human KCNK3 channel inhibition, primary screen. AID 602410. CHO-KCNK3 thallium flux, FluxOR fluorescence; stronger effect = lower value. 0.84% of 340,000 active. B-score at 10 µM;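 active = B-score under library mean minus 4 SD, starting fluorescence ratio at most library mean plus 5 SD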;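 note: more negative B-score means stronger inhibition of thallium flux through KCNK3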
Target sequence (O14649 whole entry, looked up): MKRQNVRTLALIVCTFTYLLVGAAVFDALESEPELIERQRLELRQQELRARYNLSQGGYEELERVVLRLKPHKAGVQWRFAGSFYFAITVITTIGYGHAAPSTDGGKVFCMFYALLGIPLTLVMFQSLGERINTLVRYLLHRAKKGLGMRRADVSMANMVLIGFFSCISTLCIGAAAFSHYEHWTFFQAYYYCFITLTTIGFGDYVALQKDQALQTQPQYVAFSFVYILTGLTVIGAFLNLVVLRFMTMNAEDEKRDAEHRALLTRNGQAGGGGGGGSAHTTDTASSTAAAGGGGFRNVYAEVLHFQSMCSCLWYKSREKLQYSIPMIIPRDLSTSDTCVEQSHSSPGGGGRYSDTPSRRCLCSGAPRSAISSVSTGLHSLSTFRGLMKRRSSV
The depositor's hits bear a star; i = inactive; ? = inconclusive; nt = not tested or not shown.

SMILES	HDAC3 inh	KCNQ1 pot	TMEM16A inh	hERG protect	TMEM16A act	KCNK9 inh	RGS4 block	RGS4 act	KCNQ1 block	SKKanGAS inh	KCNK3 block
COc1cc(OC)cc(C(=O)NCC(=O)OCC(=O)c2cc(OC)ccc2OC)c1	0	i	i	-8	i	i	i	i	i	-5	i
CC(C)CNC(=O)N1c2ccccc2Sc2ccccc21	-3	i	i	-12	i	i	i	i	i	-6	i
Cc1ccc(NC(=O)CSc2nnc(-c3cccnc3)n2-c2ccc(C)cc2)cc1	4	i	i	-1	i	i	i	i	i	-3	i
CC(=O)Nc1cccc(C(=O)OCc2ccc(C(=O)Oc3ccc(Cl)cc3)cc2)c1	3	i	i	-12	i	i	i	i	i	-9	i
CCCCCc1ccc(CC(=O)N2CCOCC2)cc1	-3	i	i	-1	i	i	i	i	i	-2	i
O=C(Nc1ccccc1)C1=C[C@@H](c2ccc(Br)cc2)C[C@@H](OCCCCO)O1	8	i	i	-8	i	i	i	i	i	12	i
O=C(C[n+]1cccc(NC(=O)c2ccccc2)c1)c1ccc(NC(=O)c2ccccc2)cc1	3	i	i	-4	i	i	i	i	i	5	i
CSc1ccccc1NC(=O)CSc1nncs1	-1	i	i	-12	i	i	i	i	i	3	i
CCO[C@H]1OC(C(=O)Nc2ccccc2)=C[C@@H](c2ccc(Br)cc2)[C@@H]1CCCO	14	i	i	-5	i	i	i	i	i	11	i
CCCCCc1ccc(-c2cn(Cc3ccc(C(=O)c4ccccc4)cc3)nn2)cc1	2	i	i	-6	i	i	i	i	i	3	i
COc1ccc(CCN(C)C(=O)c2cccc(S(=O)(=O)NCc3ccccc3)c2)cc1OC	7	i	i	-9	i	i	i	i	i	-10	i
COc1ccc(COn2c(=O)c(C)[n+]([O-])c3ccccc32)cc1OC	9	i	i	-7	i	i	i	i	i	-2	i
COc1ccc(NC(=O)CSCC(=O)Oc2c(OC)cccc2OC)cc1	-2	i	i	-11	i	i	i	i	i	-2	i
COc1cccc(CNc2ccc3c(c2)ncn3C(C)C)c1OC	?	i	i	-7	i	i	i	i	i	-2	i
CCOC(=O)C1CCCN(S(=O)(=O)c2cnc(Cl)c(Br)c2)C1 (stereo not drawn)	-2	i	i	-6	i	i	i	i	i	4	i
Cc1ccc(S(=O)(=O)NCC2CCC(C(=O)NCCCOC(C)C)CC2)cc1 (stereo not drawn)	nt	i	i	-11	nt	i	i	i	i	3	nt
O=C(NC1CC1)c1ccc(F)cc1Cl	2	i	i	-1	i	i	i	i	i	1	i
O=c1c2[nH]cnc2n(-c2ccccc2)c(=O)n1Cc1ccccc1	-3	i	i	-3	i	i	i	i	i	0	i
Cc1ccc(NC(=O)C(Cc2ccccc2)NC(=O)c2ccco2)cc1 (stereo not drawn)	-7	i	i	-7	i	i	i	i	i	0	i
COc1cccc(NS(=O)(=O)c2ccc(NC(C)=O)cc2)c1	3	i	i	-11	i	i	i	i	i	1	i
Cc1ccc(S(=O)(=O)N[C@@H](C)C(=O)N2CCC(C(=O)N3CCC[C@H]3C(=O)O)CC2)cc1	-3	i	i	-5	i	i	i	i	i	-6	i
CCN(C(=O)COC(=O)CSc1ccc([N+](=O)[O-])cc1)C1CCS(=O)(=O)C1 (stereo not drawn)	3	i	i	-9	i	i	i	i	i	-2	i
CC(/C=N/NC(=O)c1cc(-c2ccc(Cl)cc2)nc2ccccc12)=C\c1ccco1	1	i	i	-1	i	i	i	i	i	12	i
COc1ccc(-c2nnc(SCC(=O)N3CCCC3)o2)c(OC)c1	4	i	i	-15	i	i	i	i	i	6	i
O=C(Nc1ccccc1)N(CCCN1CCOCC1)Cc1cc2cc3c(cc2[nH]c1=O)OCCO3	-4	i	i	-13	i	i	i	i	i	2	i
O=C1CN(Cc2ccccc2)C(=NCc2ccco2)S1	-1	i	i	-11	i	i	i	i	i	-5	i
CC(C)Nc1nc(NC(N)=S)nc(NC(C)(C)C)n1	7	i	i	-4	i	i	i	i	i	-13	i
CC(NC(=S)Nc1ccc(F)cc1)c1ccccc1 (stereo not drawn)	11	i	i	-2	i	i	i	i	i	5	i
CCN(CC)c1ccc(/C=C/c2ccc3ccc(OC)cc3[n+]2CC)cc1	10	i	i	-41	i	-7.1*	i	-8.5*	i	25	-13*
O=C(N/N=C/c1c[nH]c2ccccc12)c1cc2ccccc2o1	1	i	i	-5	i	i	i	i	i	-4	i
Cc1ccc(S(=O)(=O)/N=S(\C)CC2CC2(Cl)Cl)cc1 (stereo not drawn)	-2	i	i	-1	i	i	i	i	i	-4	i
CCOC(=O)C1=C(C)C(c2ccc(OC)cc2)NC(=S)N1 (stereo not drawn)	9	i	i	-8	i	i	i	i	i	-4	i
COC(=O)c1sc(C(C)(C)C)cc1CSc1ccccc1	0	i	i	-12	i	i	i	i	i	8	i
Cc1ccc(NC(=O)C2CCN(S(=O)(=O)c3ccc(N4CCCC4=O)cc3)CC2)cc1Cl	-2	i	i	-7	i	i	i	i	i	3	i
O=C(NOC(=O)c1cc(Br)ccc1Cl)c1cccs1	0	i	i	-10	i	i	i	i	i	17	i
COc1ccccc1OCCOc1ccc(/C=N/n2cnnc2)cc1	4	i	i	-7	i	i	i	i	i	-1	i
Cc1ccc(NC(=O)c2ccc([N+](=O)[O-])cc2Cl)nc1	-6	i	i	-6	i	i	i	i	i	0	i
COc1cccc(Cn2c(Oc3cccc(C)c3)nc3c2c(=O)n(C)c(=O)n3C)c1	?	i	i	-7	i	i	i	i	i	1	i
CC1CCc2c(nc3sc4c(c3c2N)CCCC4)C1 (stereo not drawn)	4	i	i	-9	i	i	i	i	i	-2	i
COc1cc(C)ccc1S(=O)(=O)N1CCCCCC1	2	i	i	-9	i	i	i	i	i	-6	i
O=C(COc1cccc([N+](=O)[O-])c1)N/N=C/c1ccco1	-3	i	i	3	i	i	i	i	i	2	i
Cc1c(C(=O)N2CCc3ccccc3C2)sc2nc(-c3ccccc3)cn12	nt	i	i	-1	i	i	i	i	i	19	i
C=CCNC(=S)/N=c1/ccccn1Cc1ccccc1	-10	i	i	-5	i	i	i	i	i	-4	i
Cc1nc2cc(Cl)ccc2n1-c1ccccc1	9	i	i	-13	i	i	i	i	i	-7	i
CCN(CC)C(=O)Cn1cc(C(=O)C(=O)NCCCn2ccnc2)c2ccccc21	0	i	i	-20	i	i	i	i	i	3	i
O=C(COC(=O)Cc1c[nH]c2ccccc12)NC1CCCCC1	5	i	i	-2	i	i	i	i	i	3	i
Cc1nn(-c2ccccc2)c2[nH]c(C(F)(F)F)cc(=O)c12	?	i	i	-10	i	i	i	i	i	4	i
CCOc1ccc2[nH]c3c(NCC(C)C)ncnc3c2c1	-15	i	i	-16	i	i	i	i	6*	29	i
COC(=O)c1cc(OC)c(OC)cc1NC(=S)N1CCN(Cc2ccccc2)CC1	1	i	i	-6	i	i	i	i	i	-1	i
Clc1ncn(CCOc2ccccc2)c1Cl	7	i	i	-10	i	i	i	i	i	0	i
Nc1nc(SCc2ccccc2Cl)nc2nc3c(cc12)CCCC3	5	i	i	-7	i	i	i	i	i	0	i
O=C(O)c1oc2ccccc2c1-n1cccc1	6	i	i	-18	i	i	i	i	i	-11	i
COc1ccc(F)cc1C(=O)C1CCCN(Cc2cn(C)c3ccccc23)C1 (stereo not drawn)	3	i	i	-10	i	i	i	i	i	-3	i
O=C(CSc1nc2ccccc2c(=O)n1-c1ccccc1)N1CCCc2ccccc21	9	i	i	-4	i	i	i	i	i	4	i
COc1ccc(CCN(C(=O)C(F)(F)F)C(C(=O)NC2CCCCC2)c2cccs2)cc1 (stereo not drawn)	13	i	i	-13	i	i	i	i	i	8	i
Oc1ccccc1CN1CCCN(Cc2ccccc2O)C1	3	i	i	5.0*	i	i	i	i	i	-5	i
O=C(Cc1ccc(Cl)cc1)NCCCNC(=O)c1cccnc1	-4	i	i	-3	i	i	i	i	i	2	i
COc1ccc(NC(=S)NC(=O)c2cc3ccccc3o2)c(OC)c1	3	i	i	-3	i	i	i	i	i	9	i
Cc1ccc(Cn2ccsc2=NC(=O)COC(=O)c2ccc(O)cc2O)cc1	1	i	i	-5	i	i	i	i	i	15	i
COc1ccc(C2Nc3ccccc3C(=O)N2c2ccccc2)cc1COc1ccccn1 (stereo not drawn)	-36	i	i	-7	i	i	i	i	i	1	i
Going on with the list.
SMILES	HDAC3 inh	KCNQ1 pot	TMEM16A inh	hERG protect	TMEM16A act	KCNK9 inh	RGS4 block	RGS4 act	KCNQ1 block	SKKanGAS inh	KCNK3 block
O=C(COc1ccccc1Cl)Nc1cnn(Cc2ccccc2)c1	1	i	i	-11	i	i	i	i	i	-3	i
COc1ccc(Oc2ccc(C(F)(F)F)cc2N)cc1	16	i	i	-8	i	i	i	i	i	-5	i
COc1ccc(CNC(=O)CNC(=O)CNS(=O)(=O)c2ccc(C)c(C)c2)cc1	-1	i	i	-12	i	i	i	i	i	-6	i
CC(C)CCN1CCN(CC#Cc2ccccc2)CC1CCO (stereo not drawn)	2	i	i	-5	i	i	i	i	i	6	i
O=C(Nc1cc(Cl)ccc1Cl)c1ccc(OC(=O)c2ccco2)cc1	-5	i	i	-8	i	i	i	i	i	-3	i
COc1ccc(N2CCN(CCNS(=O)(=O)c3ccc(C)cc3)CC2)cc1	3	i	i	-4	i	i	i	i	i	-3	i
O=C(NCC1CCCO1)C1c2ccccc2Oc2ccccc21 (stereo not drawn)	3	i	i	-10	i	i	i	i	i	1	i
COc1ccc(N2C(=O)C(CC(=O)Nc3ccc(F)cc3)N(CCc3ccc(OC)c(OC)c3)C2=O)cc1 (stereo not drawn)	-1	i	i	-17	i	i	i	i	i	-8	i
COC1(OC)C(/C=C/c2ccc(Cl)cc2)C(C#N)(C#N)C1(OC)OC (stereo not drawn)	13	i	i	-5	i	i	i	i	10*	6	i
CC(C)c1cc(NCC2CCCO2)n2c(nc3ccccc32)c1C#N (stereo not drawn)	-33	i	i	-13	i	i	i	i	i	12	i

Compounds as they come. Share with any hit: about 6.3%.
